Source: PubChem BioAssay
aSyn rescue – rescues yeast growth from alpha-synuclein toxicity; Yeast expressing alpha-synuclein, growth rescue, BacTiter-Glo, 24 h; Potency, µM (titrated, usually from 46.1 µM), for the others: at the highest dose growth rescue (activation), usual class: activators; actives 0.14% (n = 370,000); AID 652106; further: potency means the concentration at half of the fitted maximal effect; % of control where 0% means no effect; nearly all actives have a fitted effect of over 65% in size
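Rescue of yeast growth: cells expressing toxic alpha-synuclein, induced in galactose at OD600 0.02, incubated with compound 24 h at 30 C. ATP luminescence quantified growth; inhibitors of toxicity appear as activators.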
GLP1R inv ag – GLP-1 receptor (human) inverse agonism | P43220 | HEK293 GLP-1R CRE-luciferase, luminescence, 24 h; GLP-1R form is constitutively active | Potency, µM (series often up to 38.3 µM), for inactives: at the top dose activity change, negative = inhibition, hits mostly inhibitors | actives 1.6% (n = 410,000); further: potency means the concentration at half of the fitted maximal effect; on the % scale 0 is the no-effect control and ±100 the full control effect; nearly all actives have a fitted effect of over 55% in size
Target sequence (P43220 whole entry, looked up): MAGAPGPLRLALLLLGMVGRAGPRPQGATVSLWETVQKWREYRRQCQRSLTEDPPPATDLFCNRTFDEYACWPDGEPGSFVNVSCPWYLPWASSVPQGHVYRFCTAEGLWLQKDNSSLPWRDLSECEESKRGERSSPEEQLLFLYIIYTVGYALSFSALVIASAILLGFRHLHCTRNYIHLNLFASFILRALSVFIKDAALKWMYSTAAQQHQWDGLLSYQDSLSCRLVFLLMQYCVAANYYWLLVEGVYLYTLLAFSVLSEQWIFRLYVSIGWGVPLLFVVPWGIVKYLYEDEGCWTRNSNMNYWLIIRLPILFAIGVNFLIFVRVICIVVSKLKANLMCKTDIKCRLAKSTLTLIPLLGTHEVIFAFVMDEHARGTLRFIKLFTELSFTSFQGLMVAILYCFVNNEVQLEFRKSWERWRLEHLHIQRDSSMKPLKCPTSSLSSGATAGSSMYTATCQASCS
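HEK293 cells stably co-expressing constitutively active GLP-1R and a cAMP-responsive luciferase reporter were seeded in DMEM with 10% Nu serum, given compounds after 12 h, and incubated 24 h at 37 deg C. Luminescence was then read.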
FUS yeast rescue – suppressors of FUS proteinopathy in yeast. S. cerevisiae FUS-expressing, growth rescue, OD600, 24 h. Potency, µM (highest dose often 76.6 µM), for inactives: at the highest dose growth rescue (activation), hits mostly activators. actives 0.24% (n = 390,000);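 further: potency means the concentration at half of the fitted maximal effect; plate controls were DMSO vehicle for no effect and reference control for full effect; nearly all actives have a fitted effect of over 55% in size; some results filed as inactive show a strong effect at the top dose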
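Steps: raffinose overnight preculture; dilution to OD 0.005 in 2% galactose minimal medium; compound addition (concentration series); 24hr at 30C, 99% humidity; absorbance read at 600 nm.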
Akt phos inh – blocks phosphorylation of Akt | AID 651550 | Neuro2A IGF-stimulated pAkt S473 HTRF, 20 min; active compounds read low | activity change, % for hits at 50 µM | actives 0.32% (n = 360,000); in the data active means activity change below about -80%; inconclusive means mostly about -51% to -80%; further: on the % scale 0 is the no-effect control and ±100 the full control effect
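Neuro2A cells in DMEM with 0.5% FBS, overnight at 37 deg C, given compound at single 50 µM final, then IGF (6 nM final) for 20 min at 37 deg C. Lysed; phospho-Akt Ser473 by HTRF after 24 h, 665/615 ratio.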
PTHR1 ag – activates the human parathyroid hormone receptor PTHR1. Q03431. HEK293 GP2 PTHR1 cells, GloSensor cAMP luminescence, 1 h. Potency, µM (titrated, usually from 115 µM), inactives show at the top dose activation, actives largely listed as activators. actives 0.075% (n = 410,000). AID 743266; further: potency means the concentration at half of the fitted maximal effect; nearly all actives have a fitted effect of over 55% in size; some results filed as inactive show a strong effect at the top dose; inactives centre near -15; many of its hits are not listed in these tables
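HEK-293-derived GP2 cells expressing PTHR1 and a GloSensor cAMP reporter, 3,000/well, plated overnight, given luciferin plus IBMX (each 0.5 mM as added) for 1 h at 37 °C, then compound for 1 h at 37 °C. Luminescence was read after 15 min at room temperature.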
TDP-43 yeast inh – inhibitors of TDP-43 toxicity in yeast; TDP-43 expressing yeast growth rescue, BacTiter-Glo, 24 h; Potency, µM (highest dose often 46.1 µM), for inactives: at the top dose growth rescue (activation), hits mostly activators; actives 1.8% (n = 410,000); AID 652104; further: potency means the concentration at half of the fitted maximal effect; % of control where 0% means no effect; nearly all actives have a fitted effect of over 50% in size
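Cell-based yeast growth screen: TDP-43 expression induced in galactose, inoculum OD600=0.02 after raffinose pregrowth to mid-log. Read-out BacTiter-Glo luminescence at 24 hr, 30 deg C; inhibition of toxicity seen as signal increase.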
GLP1R ag – activates the human GLP-1 receptor; Potency, µM (top dose mostly 45.6 µM), inactives show at the highest dose activation, hits mostly activators; actives 0.007% (n = 380,000); P43220; HEK293 GLP-1R CRE-luciferase, luminescence, 4-6 h; cells express a hypersensitive GLP-1R form; further: potency means the concentration at half of the fitted maximal effect; % of control where 0% means no effect
Abeta rescue – A-beta toxicity reversal in yeast; Potency, µM (doses to about 46.1 µM), for inactives: top-dose growth rescue, most hits filed as activators; actives 0.063% (n = 410,000); yeast expressing A-beta42, growth rescue, OD600, 48 h; response scale: 0% DMSO, 100% iron-clioquinol control; further: potency means the concentration at half of the fitted maximal effect; nearly all actives have a fitted effect of over 55% in size
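Growth rescue measured by 600 nm absorbance after 48 h yeast culture at 30 C with compound. Values normalized between DMSO and an equimolar ferric chloride plus clioquinol control.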
DRD3 antagonist – D3 dopamine receptor (human) antagonism. P35462. D3R cells, DiscoveRx beta-arrestin luminescence, antagonist mode; active compounds read low. max response, negative = inhibition, %. actives 2.5% (n = 360,000). AID 652054; in the data active means max response below about -50%; inconclusive means no clear call, values can overlap the other calls; further: on the % scale 0 is the no-effect control and ±100 the full control effect; mostly tested at two doses, the higher about 12 µM
Target sequence (P35462 whole entry, looked up): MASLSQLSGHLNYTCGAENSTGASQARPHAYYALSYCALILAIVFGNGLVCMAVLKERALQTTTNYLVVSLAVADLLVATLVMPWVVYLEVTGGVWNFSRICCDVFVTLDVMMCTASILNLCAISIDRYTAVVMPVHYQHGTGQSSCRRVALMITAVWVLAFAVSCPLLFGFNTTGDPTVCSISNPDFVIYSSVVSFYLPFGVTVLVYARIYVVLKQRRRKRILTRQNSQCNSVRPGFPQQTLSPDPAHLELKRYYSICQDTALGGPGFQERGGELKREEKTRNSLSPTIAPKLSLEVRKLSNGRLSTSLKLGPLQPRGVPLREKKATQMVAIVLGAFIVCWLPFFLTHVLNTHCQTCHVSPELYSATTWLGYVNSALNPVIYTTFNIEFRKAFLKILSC
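Cells expressing the human receptor were seeded at 1500 cells/well, incubated overnight at 37 degrees C in 5% CO2, then exposed to library compounds with dopamine controls for 90 minutes at 37 degrees C before luminescent detection.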
* hit, by the source's call; i = inactive; ? = inconclusive; . = not tested or not shown; [ ] = another dose, or the depositor's remark. Unless noted, the call rests on the fitted dose curve; in most records, active means well fitted curve in the direction sought with a large enough effect; inconclusive means small, poorly fitted or top-dose-only effect, or another doubt; inactive means no such curve, though single readings can be large; an effect the other way counts as inactive or inconclusive.

SMILES	aSyn rescue	GLP1R inv ag	FUS yeast rescue	Akt phos inh	PTHR1 ag	TDP-43 yeast inh	GLP1R ag	Abeta rescue	DRD3 antagonist
COc1cccc(CC(=O)n2nc(N)c3cc4ccc(OC)cc4nc32)c1	4%	-20%	1%	i	i	?	-4%	8%	2
COCCOc1cc(NCc2ccccc2)c2ncn(C(C)C)c2c1	4%	8%	14%	i	-20%	17%	1%	-7%	-71*
O=c1[nH]cnc2sc3c(c12)CCN(Cc1ccccc1)C3	-1%	-13%	.	i	-20%	-6%	-3%	7%	43
CC(=O)c1ccc(OCC(=O)c2ccc(-c3ccccc3)cc2)cc1	7%	-15%	-17%	i	i	21%	0%	27%	4
O=C(C[C@H]1C/C=C\CC[C@H](Cc2ccc(F)cc2)C(=O)OCCNC1=O)NCCO	-4%	7%	-1%	i	-19%	3%	5%	-6%	-29
CCn1nnc2c(=O)oc3ccccc3c21	3%	-1%[7.66 µM]	-18%	i	-23%	12%[9.22 µM]	-1%	5%	3
Cn1cnnc1SCc1ccc(C(=O)N=Nc2c(O)n(C)c3ccccc23)cc1	5%	43%[activator]	.	i	-96%	3%	12%	0%	5
Cn1c2ccccc2c2ccc3c(c21)C(=O)C=CC3=O	-79%[inhibitor]	21%	.	i	-4%	?	-4%	-21%	-22
O=C(c1ccc2c(c1)OCO2)N1CCN(S(=O)(=O)c2ccc(Br)cc2Cl)CC1	14%	?	30%	i	-14%	18µM*	1%	7%	11
CCCCCn1c(=O)[nH]c2cc(C(=O)N3CCN(c4cccc(OC)c4)CC3)ccc2c1=O	.	5%	9%	.	-23%	12%	0%	-7%	.
CCCCN(CC)CCCNC(=O)c1sc2nc3n(c(=O)c2c1C)CCCCC3	.	3%	-21%	.	-16%	11%	.	2%	.
Cc1nn(C)cc1S(=O)(=O)Nc1cccc(Cl)c1	1%	4%	6%	i	-2%	6%	5%	2%	-21
O=C(c1cccc(C(F)(F)F)c1)C1CCCN(Cc2ccc(OCCO)cc2)C1 (stereo unspecified)	-1%	?	-6%	i	-15%	1%[9.22 µM]	11%	1%	-19
CCN(CC)C(=O)Cn1c(=O)n(-c2ccccc2)c(=O)c2sccc21	-12%	19%	6%	i	-16%	-9%	-5%	-2%	16
CCCCNC(=S)Nc1ccc(F)cc1	0%	-6%	-8%	i	0%	10%	7%	25%	9
COC(=O)Cc1ccc(NC(=O)c2ccc(C(C)(C)C)cc2)cc1	-17%	4.5µM*	?	i	-15%[57.5 µM]	?	-1%	-22%	24
Cc1ccc(C2CC(=O)Oc3cc(C)c(Br)c(C)c32)cc1 (stereo unspecified)	-3%	?	1%	i	-15%	-6%	1%	?	4
Nc1nc(-c2cccnc2)nn1C(=O)Cc1ccccc1	-15%	1%	-6%	i	-8%[57.5 µM]	-10%	-7%	13%	-15
CCOC(=O)c1cc2c(C)n(-c3ccc(C)cc3)c(C)c2ccc1=O	-3%	0%	38%	i	-28%	20µM*	5%	-23%	-11
COc1ccc2c(c1)C(=O)N(c1ccccc1OC)C(=O)C2(C)C	8%	0%	10%	.	i	-2%	17%	21%	16
CC1CN(C(=O)Nc2ccccc2)c2ccccc2-[n+]2ccsc21 (stereo unspecified)	-5%	-18%	?	i	i	8%	-1%	6%	15
Cc1c(NS(=O)(=O)c2ccc([N+](=O)[O-])cc2)c(=O)n(-c2ccccc2)n1C	-1%	13%	6%	i	i	-22%	8%	-6%	6
O=C(NNC(=O)c1cnccn1)c1cccc([N+](=O)[O-])c1	2%	33%	9%	i	i	-5%	0%	7%	-7
O=C(Cc1c(F)cccc1Cl)NC1=NCCS1	-5%	6%	3%	i	i	-23%[9.22 µM]	5%	0%	1
CCc1sc(C(=O)Nc2ccc(NC(C)=O)cc2)cc1C	0%	0%	-13%	i	i	0%	4%	17%	-4
Cc1cc(=O)n2nc(N3CCC(C(=O)Nc4ccc(Br)cc4F)CC3)sc2n1	.	-11%	-6%	.	-8%	16%	.	-7%	.
Cc1c(-c2ccn[nH]2)cc(NC(=O)c2ccc(Cl)cc2)c(=O)n1N	-2%	5%	-4%	i	i	19%	7%	-16%	16
COc1ccc(CCNC(=O)CCN2C(=O)[C@@H]3Cc4ccccc4CN3C2=O)cc1OC	3%	0%	11%	i	-10%	7%	3%	.	35
CCOc1ccccc1/C=N/Nc1ccc(Cl)nn1	-8%	-8%	18%	i	-13%	21%	14%	-1%	7
CC(=O)Nc1cc(-c2cccc(C(=O)NCCN(C)C)c2)cn2c(-c3ccccc3)cnc12	-4%	?	11%	.	-17%	-5%	7%	-6%	-52*
COc1ccc2c(=O)c(C(=O)NCCc3ccccc3)c[nH]c2c1	7%	-14%	-8%	i	-43%[inhibitor]	12%	7%	6%	14
Cc1cccc(C(=O)OCC(=O)NCCN2C(=O)CSC2=O)c1[N+](=O)[O-]	2%	14%	-12%	i	2%	23%	-1%	-10%	18
Cc1ccccc1S(=O)(=O)NC1OC(=O)C(Oc2ccccc2)=C1Br (stereo unspecified)	-2%	10%	12%	i	i	8%	-1%	-17%	2
Nc1ccccc1C(=O)NC1CCCNC1=O (stereo unspecified)	-9%	3%	-20%	i	i	2%	1%	13%	-4
COC(CN(C)C(=O)C1CCCN(S(=O)(=O)c2ccc3c(c2)oc(=O)n3C)C1)OC (stereo unspecified)	-3%	?	1%	i	8%	14%	-7%	8%	-2
O=C(NCc1cccc(Br)c1)C1CC2Cn3c(nc4ccccc43)C2N1c1ccccc1 (stereo unspecified)	-5%	-17%	-21%	i	-8%	-15%	0%	-7%	-22
COc1ccccc1NC(=O)CCCc1nc(-c2ccc(OC)c(OC)c2)no1	12%	41%[activator]	-9%	i	-76%[inhibitor]	28%	13%	-9%	16
COc1ccc(CNC(=O)c2sc(=O)n(Cc3ccc(-c4ccccc4)cc3)c2C)cc1OC	1%	?	?	i	-22%	0%	-1%	-3%	93
CCn1ncc(/C=C2/SC(=S)NC2=O)c1C	-1%	2%	.	i	i	29%	-2%	2%	-7
COc1ccccc1COn1c(=O)c(-c2ccco2)[n+]([O-])c2ccccc21	6%	7%	19%	i	-8%	11%	7%	15%	6

Reformatted: two of the compounds above.
The line under a structure holds: aSyn rescue	GLP1R inv ag	FUS yeast rescue	Akt phos inh	PTHR1 ag	TDP-43 yeast inh	GLP1R ag	Abeta rescue	DRD3 antagonist
- COc1ccc2c(=O)c(C(=O)NCCc3ccccc3)c[nH]c2c1
→ 7%	-14%	-8%	i	-43%[inhibitor]	12%	7%	6%	14
- Cc1cccc(C(=O)OCC(=O)NCCN2C(=O)CSC2=O)c1[N+](=O)[O-]
→ 2%	14%	-12%	i	2%	23%	-1%	-10%	18

Later entries
SMILES	aSyn rescue	GLP1R inv ag	FUS yeast rescue	Akt phos inh	PTHR1 ag	TDP-43 yeast inh	GLP1R ag	Abeta rescue	DRD3 antagonist
COc1ccc(OCC(=O)NCc2ccc3c(c2)CCN3C(=O)c2ccc(F)cc2)cc1	.	?	?	.	-4%	?	.	-3%	.
CCOC(=O)CNS(=O)(=O)c1ccc(C)cc1	-6%	2%	.	i	i	0%	-1%	1%	-4
COc1ccccc1C(=O)Nc1ccc2c(c1)CN(C(=O)CSC)CC2	-9%	-4%	8%	i	-17%	26%	4%	-3%	-6
O=C(N/N=C/c1cc(Cl)cc([N+](=O)[O-])c1O)c1ccc2c(c1)OCO2	2%	?	-6%	i	-30%[inhibitor]	4%	0%	6%	-67*
C=CCSC1=C(C#N)C(c2ccccc2Cl)C(C(=O)c2cccs2)C(O)(C(F)(F)F)N1 (stereo unspecified)	17%	?	?	i	-83%[inhibitor]	?	-8%	18%	-1
Cn1c(=O)n(C)c2cc(NC(=O)c3cccc([N+](=O)[O-])c3)c(Br)cc21	-2%	29%	16%	i	i	8%[9.22 µM]	1%	-8%	-7
CC(C)NC(=O)N(C)C[C@H]1Oc2c(NS(=O)(=O)c3ccccc3)cccc2C(=O)N([C@H](C)CO)C[C@@H]1C	-1%	7%	20%	i	i	9%	-1%	1%	30
Cc1ccccc1NC(=O)CSc1nnc(-c2ccco2)c(-c2ccco2)n1	-1%	32%[activator]	38%	i	-25%	7%	4%	7%	?
COc1ccc(NC(=O)c2cccc(S(=O)(=O)N3CCc4ccccc43)c2)cn1	5%	?	0%	i	-22%	27%	5%	-3%	12
O=C(N/N=C/c1cc2c3c(c1O)CCCN3CCC2)c1ccccc1O	22µM*	?	5%	i	-31%[inhibitor]	-35%[inhibitor]	1%	-77%[inhibitor]	6
CC(OC(=O)CCc1nc(=O)c2ccccc2n1C)C(=O)NCc1ccc2c(c1)OCO2 (stereo unspecified)	-4%	18%	-29%	i	i	2%	-4%	-8%	?
C/C(=N\NC(=O)c1ccc(CN(C)S(=O)(=O)c2ccc(C)cc2)cc1)c1ccc(OC(F)F)cc1	-16%	-1%	.	i	-36%[inhibitor]	-3%	-11%	8%	8
CCn1c(C(=O)NCc2cccnc2)cc2sc(Cl)cc21	13%	10%	13%	i	26%[57.5 µM]	-17%	15%	5%	4
Cc1ccccc1C(=O)N(C)[C@H]1C[C@H]2c3[nH]c4ccccc4c3CCN2C[C@H]1[C@H](C)O	-1%	9%	-18%	i	-14%	12%	-5%	-24%	18
Cc1ccc(S(N)(=O)=O)cc1	5%	3%	-46%	i	-25%	0%	5%	-18%	36
CC(=O)c1cc2c(cc1NS(=O)(=O)c1ccccc1F)OCO2	-1%	16%	-15%	i	i	-5%	-4%	7%	-2
CCCn1c(N2CCN(C(=O)/C=C/C(=O)O)CC2)nc2ccccc21	5%	-26%	-2%	i	i	-13%[1.82 µM]	-4%	12%	2
Cc1nc(Nc2ccc(Cl)cc2)c2nnn(Cc3ccccc3)c2n1	0%	-1%	8%	i	-23%	-6%	11%	-5%	6

A portion of the library; count on the stated rates, not on these rows.
